Assay outcomes deposited in PubChem BioAssay by National Center for Advancing Translational Sciences (NCATS).
Mm-Cpn inhibitor: M. maripaludis TRiC chaperonin inhibition; purified Mm-Cpn ATPase, ADP Transcreener TR-FRET; Potency, µM (top dose mostly 76.9 µM), for the others: top-dose activity, negative = inhibition, actives largely listed as inhibitors; 0.031% of 330,000 active; AID 504842; note: potency is the fitted concentration of half-maximal effect; % is set by controls: 0 for no effect and ±100 for the full control effect; nearly all actives have a fitted effect of over 80% in size
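TR-FRET (320 nm excitation; 590 and 665 nm emission) reports ADP made from 10 uM ATP by 25 nM enzyme; compounds were preincubated 10 min, reaction run 30 min, both at 37°C.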
Abeta yeast res: restores growth of yeast expressing A-beta42 peptide. 0.063% of 410,000 active. Potency, µM (series often up to 46.1 µM), inactives show at the highest dose growth rescue, most hits filed as activators. yeast expressing A-beta42, growth rescue, OD600, 48 h; response scale: 0% DMSO, 100% iron-clioquinol control. AID 1347071; note: potency is the fitted concentration of half-maximal effect; nearly all actives have a fitted effect of over 55% in size
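Growth rescue measured by 600 nm absorbance after 48 h yeast culture at 30 C with compound. Values normalized between DMSO and an equimolar ferric chloride plus clioquinol control.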
HEK293 tox: cytotoxic in the GLP-1 receptor inverse agonist counter-screen; 0.13% of 410,000 active; Potency, µM (doses to about 38.3 µM), inactives show at the highest dose activity change, negative = inhibition, usual class: inhibitors; HEK293 cAMP-luciferase reporter cells, luminescence, 24 h;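 note: loss of luciferase light is scored as toxicity; potency is the fitted concentration of half-maximal effect; % is set by controls: 0 for no effect and ±100 for the full control effect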
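Quantitative HTS format, 1536 wells, 200 cells/uL seeded. Compounds: 23 nL, 24 h, 37 °C. Detection: luciferase reagent, luminescence at 12 min RT; decreased signal taken as cytotoxic.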
PTHR1 ag: activates the human parathyroid hormone receptor PTHR1. Q03431. HEK293 GP2 PTHR1 cells, GloSensor cAMP luminescence, 1 h. Potency, µM (titrated, usually from 115 µM), for the others: at the highest dose activation, actives largely listed as activators. 0.075% of 410,000 active. AID 743266; note: potency is the fitted concentration of half-maximal effect; nearly all actives have a fitted effect of over 55% in size; some results filed as inactive show a strong effect at the top dose; inactives centre near -15; many of its hits are not listed in these tables
Target sequence (Q03431 whole entry, looked up): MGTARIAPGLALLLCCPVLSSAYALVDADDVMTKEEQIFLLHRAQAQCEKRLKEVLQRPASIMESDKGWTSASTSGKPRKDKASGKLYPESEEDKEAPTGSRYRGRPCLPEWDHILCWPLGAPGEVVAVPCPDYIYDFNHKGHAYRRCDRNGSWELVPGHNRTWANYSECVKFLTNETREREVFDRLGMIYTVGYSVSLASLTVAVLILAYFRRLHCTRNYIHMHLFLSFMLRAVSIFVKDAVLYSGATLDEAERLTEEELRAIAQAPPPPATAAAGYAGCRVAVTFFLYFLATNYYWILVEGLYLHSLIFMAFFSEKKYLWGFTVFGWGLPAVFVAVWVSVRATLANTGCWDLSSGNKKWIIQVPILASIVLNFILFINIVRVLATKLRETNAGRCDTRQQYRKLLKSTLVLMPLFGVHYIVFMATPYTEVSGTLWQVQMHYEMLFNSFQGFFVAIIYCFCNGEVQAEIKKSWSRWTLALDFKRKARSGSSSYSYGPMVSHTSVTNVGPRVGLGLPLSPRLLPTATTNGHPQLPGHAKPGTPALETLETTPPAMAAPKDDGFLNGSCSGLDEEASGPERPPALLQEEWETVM
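HEK-293-derived GP2 cells expressing PTHR1 and a GloSensor cAMP reporter, 3,000/well, plated overnight, given luciferin plus IBMX (each 0.5 mM as added) for 1 h at 37 °C, then compound for 1 h at 37 °C. Luminescence was read after 15 min at room temperature.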
pAkt inh: blocks phosphorylation of Akt; Neuro2A IGF-stimulated pAkt S473 HTRF, 20 min; active compounds read low; 0.32% of 360,000 active; activity change, % for hits at 50 µM; in the data active = activity change below about -80%; inconclusive = mostly about -51% to -80%; note: % is set by controls: 0 for no effect and ±100 for the full control effect
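Single-point screen (50 µM final compound) in Neuro2A cells stimulated 20 min with 6 nM IGF at 37 deg C. After lysis, Ser473-phosphorylated Akt read by HTRF (ex 330 nm, em 615/665 nm) as the 665/615 ratio.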
FUS suppressor: FUS proteinopathy suppression in yeast; S. cerevisiae FUS-expressing, growth rescue, OD600, 24 h; Potency, µM (doses to about 76.6 µM), for the others: top-dose growth rescue (activation), most hits filed as activators; 0.24% of 390,000 active; AID 1347120;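 note: potency is the fitted concentration of half-maximal effect; plate controls were DMSO vehicle for no effect and reference control for full effect; nearly all actives have a fitted effect of over 55% in size; some results filed as inactive show a strong effect at the top dose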
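Cultures pregrown in 2.5% raffinose medium are shifted to minimal medium containing 2% galactose to express toxic FUS. Compounds are tested at several concentrations. After 24hr at 30C, growth is quantified at 600 nm absorbance.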
GLP-1R inv ag: inverse agonists of human GLP-1 receptor. P43220. HEK293 GLP-1R CRE-luciferase, luminescence, 24 h; GLP-1R form is constitutively active. Potency, µM (titrated, usually from 38.3 µM), for inactives: at the highest dose activity change, negative = inhibition, usual class: inhibitors. 1.6% of 410,000 active. AID 624417; note: potency is the fitted concentration of half-maximal effect; % is set by controls: 0 for no effect and ±100 for the full control effect; nearly all actives have a fitted effect of over 55% in size
Target sequence (P43220 whole entry, looked up): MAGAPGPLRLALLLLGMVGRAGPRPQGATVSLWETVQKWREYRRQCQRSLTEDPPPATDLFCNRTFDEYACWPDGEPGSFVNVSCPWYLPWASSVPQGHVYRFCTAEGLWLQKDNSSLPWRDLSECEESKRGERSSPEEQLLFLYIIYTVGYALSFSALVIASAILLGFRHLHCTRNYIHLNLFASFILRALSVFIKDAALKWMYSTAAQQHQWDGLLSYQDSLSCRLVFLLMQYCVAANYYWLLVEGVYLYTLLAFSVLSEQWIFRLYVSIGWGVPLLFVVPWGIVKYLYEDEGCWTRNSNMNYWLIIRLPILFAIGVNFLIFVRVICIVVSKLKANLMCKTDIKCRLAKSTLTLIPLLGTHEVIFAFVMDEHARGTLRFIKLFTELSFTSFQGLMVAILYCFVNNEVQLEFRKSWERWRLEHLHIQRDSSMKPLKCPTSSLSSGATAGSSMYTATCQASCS
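Cells are plated, allowed 12 hours at 37 deg C, then treated with compounds for 24 hr before luciferase detection reagent is added and luminescence is read after 12 min at room temperature. The HEK293 line carries constitutively active GLP-1R with a cAMP-responsive reporter.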
aSyn rescue: inhibitors of alpha-synuclein toxicity in yeast. Yeast expressing alpha-synuclein, growth rescue, BacTiter-Glo, 24 h. Potency, µM (series often up to 46.1 µM), without a hit: top-dose growth rescue (activation), hits mostly activators. 0.14% of 370,000 active; note: potency is the fitted concentration of half-maximal effect; % of control where 0% means no effect; nearly all actives have a fitted effect of over 65% in size
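Galactose-induced alpha-syn yeast (OD600=0.02, raffinose-pregrown) + pinned cpd, 24 hr, 30 deg C; growth by BacTiter-Glo luminescence. Growth restoration scores as activation.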
TDP-43 yeast inh: TDP-43 toxicity inhibition in yeast | TDP-43 expressing yeast growth rescue, BacTiter-Glo, 24 h | AID 652104 | Potency, µM (doses to about 46.1 µM), for inactives: at the highest dose growth rescue (activation), usual class: activators | 1.8% of 410,000 active; note: potency is the fitted concentration of half-maximal effect; % of control where 0% means no effect; nearly all actives have a fitted effect of over 50% in size
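Luminescence from BacTiter-Glo reports growth of TDP-43-expressing yeast after 24 hr at 30 deg C with compound. Cells were raffinose-pregrown to mid-log, then seeded in galactose medium at OD600=0.02.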
Active calls of the source: *; i = inactive; ? = inconclusive; / = not tested or not shown; [ ] = remark or other dose. Unless noted, calls come from the whole dose curve; as a rule, active = well fitted curve in the direction sought with a large enough effect; inconclusive = small, poorly fitted or top-dose-only effect, or another doubt; inactive = no such curve, though single readings can be large; an effect the other way counts as inactive or inconclusive. Only part of the results is shown; count on the stated rates, not on these rows.

SMILES	Mm-Cpn inhibitor	Abeta yeast res	HEK293 tox	PTHR1 ag	pAkt inh	FUS suppressor	GLP-1R inv ag	aSyn rescue	TDP-43 yeast inh
Fc1ccc(/C=N/n2c(COc3ccccc3)n[nH]c2=S)cc1	-6%	15%	?	i	i	-2%	-10%	1%	?
COc1ccccc1NC(=O)C1CCCN(S(=O)(=O)c2ccc(-n3cnnn3)cc2)C1 (configuration not stated)	0%	8%	-6%	i	i	-6%	-8%	2%	-4%
S=c1[nH]nc(-c2cccnc2)o1	?	11%	5%	2%[57.5 µM]	i	13%	0%	-7%	10%
O=C1CN(O)C=C2N=c3ccccc3=C2N1c1ccc([N+](=O)[O-])cc1	-1%	4%	5%	-6%	i	-20%	4%	0%	19%
CCC(=O)Nc1cccc2c1C(=O)N(C)C2=O	-6%	-15%	1%	-21%	i	15%	7%	2%	-8%
O=C(CN1C(=O)C2CCCCC2C1=O)OCn1nnc2ccccc2c1=O (configuration not stated)	1%	-9%	-2%	-13%	i	11%	24%	15%	-9%
CS(=O)(=O)N(CC(=O)N1CCOCC1)Cc1ccc(Cl)cc1	-2%	-8%[9.22 µM]	-5%	i	i	-22%	1%	0%	5%
O=C(COC(=O)/C=C/c1ccc(S(=O)(=O)N2CCc3ccccc32)cc1)NC1CCS(=O)(=O)C1 (configuration not stated)	-1%	-2%	4%	-51%[inhibitor]	i	25%	12%	7%	-15%
O/N=C/c1ccccc1Oc1ccccc1	-1%	-8%	-6%	i	i	3%	-34%	-12%	-15%
COc1ccccc1OCCCCCCN1CCOCC1	-3%	6%	12%	?	i	-35%	-10%	-6%	2%
CCOc1ccc(NC(=O)NCCCSC2CCCCC2)cc1	-1%	1%	-15%	-44%[inhibitor]	i	17%	-12%	7%	-8%
Cc1cc(Cl)ccc1NC(=O)CN1C(=O)CSc2ccc(S(=O)(=O)N(C)C)cc21	/	-4%	-4%	-5%	/	26%	-16%	/	11%
CCN(CC)c1ccc(NC(=O)CN(C)S(=O)(=O)c2cccc3nsnc23)c(C)c1	/	-9%	1%	i	/	-14%	?	/	16%
O=C(CN(c1ccccc1)S(=O)(=O)c1ccccc1[N+](=O)[O-])N1CCCC1	2%	-3%	-8%	i	i	10%	-13%	4%	-3%
Cc1ccc[n+](CC(=O)Nc2c(Cl)cc(Cl)cc2Cl)c1	-1%	33%	6%	i	i	8%	-2%	0%	22%
CCOC(=O)C1CCN(Cc2ccc(OCc3ccccc3)c(OC)c2)CC1	0%	-5%	-7%	i	i	1%	?	7%	-12%
Cc1ccc(N2CC(C(=O)Nc3nnc(SCC(=O)Nc4nc(C)cs4)s3)CC2=O)cc1 (configuration not stated)	-5%	-10%	-20%	i	i	/	-1%	2%	14%
CC(Oc1cccc(F)c1)C(=O)/C=C\N(C)C (configuration not stated)	-4%	-20%	51%[activator]	-8%[57.5 µM]	i	12%	-3%	-22%	13%
O=C(Cc1ccccc1[N+](=O)[O-])NCc1ccc2c(c1)OCO2	1%	-16%	-6%	i	i	-14%	1%	-15%	23%
CCN(CC)S(=O)(=O)c1ccc(NC(=O)c2cc(-c3ccccc3)nc3ccccc23)cc1	-3%	-16%	-4%	-18%	i	17%	2%	15%	-10%
CCCCN(C)CCNC(=O)c1ccc2c(=O)n(CCc3ccccc3)c(=O)[nH]c2c1	/	-1%	-19%	i	/	-9%	-1%	/	13%
COc1cc(-c2cc3nc(NCCc4ccc(S(N)(=O)=O)cc4)ccn3n2)cc(OC)c1OC	/	-10%	-15%	1%	i	?	-14%	-3%	-2%
O=C(COC(=O)c1ccccc1O)Nc1cc([N+](=O)[O-])ccc1Cl	-1%	-5%	-4%	11%	i	-10%	7%	2%	1%
COc1ccccc1NC(=O)C(CC(C)C)NC(=O)C1CCCCC1 (configuration not stated)	2%	5%	1%	i	i	12%	-9%	-4%	17%
COc1cc(/C=N/NC(=O)CNC(=O)c2ccncc2)ccc1OC(C)=O	2%	-1%	-20%	i	i	-6%	4%	-6%	9%
CCOc1ccc(S(=O)(=O)NC(=O)c2ccccc2)cc1	0%	11%	1%	-2%	i	13%	-7%	12%	-7%
Cc1ccc(Nc2nnc(-c3ccc(C)c(S(=O)(=O)N4CCOCC4)c3)c3ccccc23)c(C)c1	/	1%	-4%	-20%	/	-1%	13%	/	0%
COc1ccc(NC2CCCN(C(=O)CCN3CCCC3=O)C2)cc1OC (configuration not stated)	-1%	-5%	2%	i	i	/	15%	-2%	1%
CCOC(=O)CN1C(=O)N[C@@H](c2ccccc2)[C@@H](C(=O)OC)[C@H]1C	/	3%	4%	-9%	i	-18%	13%	-2%	16%
COC(=O)CCCC[C@@H]1O[C@H](CCc2ccccc2)Cc2[nH][nH]c(=O)c21	/	-8%	6%	-6%	i	23%	?	-13%	0%
Nc1cc(=O)[nH]c(SCc2cccc(Cl)c2)n1	-3%	2%	-1%	-37%[inhibitor][57.5 µM]	i	16%	2%	9%	-4%
CCOc1cccc(C(=O)Nc2ccc3oc(-c4ccncc4)nc3c2)c1	/	-6%	6%	-40%[inhibitor]	/	-1%	2%	/	?
c1csc(-c2nc(-c3ccc(-c4ccon4)s3)no2)c1	-22%	2%	-6%	-24%	i	-18%	1%	-5%	6%
Cc1cccc(S(=O)(=O)NC(=O)C2(C)CCN2C(=O)Cc2ccsc2)c1 (configuration not stated)	/	-9%	-7%	i	i	-23%	9%	1%	4%
NC(=O)c1ccsc1NC(=O)COC(=O)C1CC2CCCC(C1)C2=O (configuration not stated)	0%	-11%	-20%	-7%	i	31%	-7%	1%	-33%
COc1ccc(Cl)cc1NS(=O)(=O)c1cc(Br)cc2c1N(C(=O)C1CC1)CC2	/	-1%	0%	-17%	/	11%	-19%	/	17%
Cc1ccc(CNC(=O)CSc2cc(C)[nH]c(=O)n2)cc1	/	-12%	5%	-20%	/	-12%	4%	/	3%
O=C(Cc1c(O)c2ccccc2[nH]c1=O)NCc1ccccc1F	0%	5%	0%	i	i	-14%	8%	5%	-6%
COc1ccc(-c2[nH]ncc2CN2CCN(c3ccccn3)CC2)c(OC)c1	-1%	6%	-12%	i	i	13%	-6%	1%	/
Cc1ccc(C2c3[nH]c4ccccc4c3C[C@H]3C(=O)N(c4ccccc4C(=O)N4CCC[C@@H]4C(=O)O)C(=O)N23)cc1 (some centres not stated)	0%	-9%	4%	i	i	34%	-13%	3%	14%
Cc1cc(C)cc(NC(=O)CSc2nnc(-c3cc4occc4n3C)n2-c2ccccc2C)c1	/	-1%	2%	-4%	/	?	?	/	9%
CC(=O)Nc1nonc1-c1nnc(SCC(=O)Nc2c(C)cccc2C)n1-c1ccccc1	/	7%	28%	i	/	-14%	6%	/	7%[9.22 µM]
COc1ccc(N2CC(c3nc(-c4ccccc4C)no3)CC2=O)cc1Cl (configuration not stated)	/	-5%	-3%	-14%	/	24%	-27%	/	0%
COc1ccc(S(=O)(=O)N2CCN(C(=O)Cc3ccsc3)CC2)cc1	2%	0%	-15%	i	i	2%	-16%	0%	8%
CC1CN(S(=O)(=O)c2cccc(C(=O)NCCCn3ccnc3)c2)CC(C)O1 (configuration not stated)	/	-4%	4%	i	i	10%	-4%	5%	0%
Cc1cc(/C([O-])=C(/C(=S)Nc2ccccc2)[n+]2ccccc2)c(C)n1-c1ccccc1	-3%	23%	2%	-57%[inhibitor]	i	16µM*	?	0%	6%
CCSc1nc2ccccc2n1C(=O)/C=C\c1ccc(OC)c(OC)c1	-18%	8%	?	-76%[inhibitor]	i	6%	-15%	4%	0%
COc1ccc2c(=O)c3c(=O)n(Cc4ccco4)c(-c4ccc(C)cc4)nc3oc2c1	-2%	-20%	-5%	i	i	35%	0%	10%	-25%

Single records (already shown). Values in the order: Mm-Cpn inhibitor | Abeta yeast res | HEK293 tox | PTHR1 ag | pAkt inh | FUS suppressor | GLP-1R inv ag | aSyn rescue | TDP-43 yeast inh
`CC1CN(S(=O)(=O)c2cccc(C(=O)NCCCn3ccnc3)c2)CC(C)O1` (configuration not stated) reads / | -4% | 4% | i | i | 10% | -4% | 5% | 0%
`CCOc1cccc(C(=O)Nc2ccc3oc(-c4ccncc4)nc3c2)c1` reads / | -6% | 6% | -40%[inhibitor] | / | -1% | 2% | / | ?
`CCCCN(C)CCNC(=O)c1ccc2c(=O)n(CCc3ccccc3)c(=O)[nH]c2c1` reads / | -1% | -19% | i | / | -9% | -1% | / | 13%

(listing goes on)
SMILES	Mm-Cpn inhibitor	Abeta yeast res	HEK293 tox	PTHR1 ag	pAkt inh	FUS suppressor	GLP-1R inv ag	aSyn rescue	TDP-43 yeast inh
Cc1cccc(-c2nc(CSCC(=O)N3CCN(c4ccccn4)CC3)c(C)o2)c1	1%	1%	?	-28%	i	27%	0%	0%	-6%
CN(CC(=O)NC(=O)NC1CCCCC1)CC(=O)Nc1ccccc1C(F)(F)F	/	13%	0%	-9%	i	15%	?	1%	7%
COCCNc1oc(Cc2cccc3ccccc23)nc1C#N	-1%	5%	-17%	-14%	i	-3%	4%	7%	-10%
Cc1cccc(N2CCN(C(=O)c3cccc(N4CCCC4=O)c3)CC2)c1C	-3%	24%	-18%	-17%	i	16%	?	5%	13µM*
Cc1ccc(S(=O)(=O)NCc2ccc(C(=O)NC3CC3)cc2)cc1	-1%	-1%	-1%[1.53 µM]	-12%	i	7%	2%	0%	-6%
CSCC(=O)NC1CCCc2c1cnn2-c1ccc(C)c(C)c1 (configuration not stated)	0%	-4%	-5%	-19%	i	30%	-8%	1%	4%
COc1ccccc1NC(=O)c1cc(-c2ccc(OC)c(OC)c2)nc2ccccc12	1%	-5%	6%	i	i	18%	39%[activator]	0%	-19%
